Screens (PubChem BioAssay)
Giardia kill = Small Molecules that selectively kill Giardia lamblia: qHTS. 0.15% of 340,000 active. Giardia lamblia trophozoite viability. activity change, % at 7.66 µM, hits read low; in the data active = activity change below about -80%; inconclusive = between about -30% and that limit;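 note: parasites exposed to compound for two days anaerobically before the ATP read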
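Viability, read as ATP luminescence: trophozoites at 100 cells/well, compound added, 48 hrs anaerobic at 37 deg C, then 15-30 min room-temperature development before reading.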
uPA surface inh = qHTS for Inhibitors of Cell Surface uPA Generation; AID 540303, 2011; 0.31% of 330,000 active; Potency, µM (titrated, usually from 38.3 µM), without a hit: at the top dose activity change, negative = inhibition, actives largely listed as inhibitors; cell surface uPA generation assay, qHTS; active = well fitted inhibition curve with a large enough effect; inconclusive = small, poorly fitted or top-dose-only effect; inactive = no such curve, though single readings can be large or run the other way; tested in mouse RAW 264.7 cells; note: potency is the fitted concentration of half-maximal effect; nearly all actives have a fitted effect of over 55% in size
USP2a inh = qHTS Assay for Inhibitors of Ubiquitin-specific Protease USP2a Using CHOP2 as the Reporter; Potency, µM (doses to about 38.3 µM), for the others: at the highest dose activity change, negative = inhibition, hits mostly inhibitors; Ubiquitin carboxyl-terminal hydrolase 2 (Homo sapiens), O75604; USP2 core, Ub-CHOP2 coupled fluorogenic reporter, 485/531; 0.01% of 330,000 active;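 note: potency is the fitted concentration of half-maximal effect; plate controls were DMSO wells for no effect and full inhibition by NEM control for full effect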
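Cell-free coupled assay: 10nM USP2 core preincubated 30min RT with compound in Tris-HCl pH 8.0/CaCl2/CHAPS buffer, then 25nM Ub-CHOP2 and 25nM reporter substrate; fluorescence (Ex 485/Em 531) read after 60min RT, normalized to NEM inhibition, concentration-response curves fitted.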
Coupling enz = qHTS Assay for Inhibitors of Fructose-1,6-bisphosphate Aldolase from Giardia Lamblia: Coupling assay counterscreen; coupling enzyme system counterscreen, AmpLite Red fluorescence; activity change, negative = inhibition, % at 58.2 µM, hits read low; 0.67% of 290,000 active; AID 2472, 2010; in the data active = activity change below about -30%
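Activity here indicates interference with the coupling reaction, not aldolase inhibition. Compounds at 57.5 uM final met coupling enzymes for 10 min at RT; substrate and AmpLite Red detection followed, with a 525/598 nm fluorescence read after 20 min.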
hERG WT inh = qHTS for Inhibitors of KCHN2 3.1: Wildtype qHTS; 0.37% of 340,000 active; activity change, % at 1.84 µM; AID 720551, 2013; Voltage-gated inwardly rectifying potassium channel KCNH2 (Homo sapiens), Q12809; U2OS, BacMam KCNH2, thallium flux FluxOr; stronger effect = lower value;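 active = maximum activity change below -70%; inconclusive = maximum activity change between -70% and -50%; inactive = maximum activity change above -50%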
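U2OS cells were transduced with wild-type KCNH2 virus (2.03 x 10^8 / mL) for 4 h at room temperature, then cultured overnight at 37 C. Thallium flux was read with FluxOr dye. Rate constants were normalized to DMSO controls.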
Eya2 phos inh = qHTS Assay for Inhibitors of the Phosphatase Activity of Eya2; Protein phosphatase EYA2 (Homo sapiens), O00167; recombinant Eya2, OMFP fluorescence dephosphorylation (OMFP is methylfluorescein phosphate); Potency, µM (series often up to 76.9 µM), for inactives: at the top dose activity, negative = inhibition, hits mostly inhibitors; 0.006% of 330,000 active; AID 488837, 2010; note: potency is the fitted concentration of half-maximal effect
Target sequence (O00167 whole entry, looked up): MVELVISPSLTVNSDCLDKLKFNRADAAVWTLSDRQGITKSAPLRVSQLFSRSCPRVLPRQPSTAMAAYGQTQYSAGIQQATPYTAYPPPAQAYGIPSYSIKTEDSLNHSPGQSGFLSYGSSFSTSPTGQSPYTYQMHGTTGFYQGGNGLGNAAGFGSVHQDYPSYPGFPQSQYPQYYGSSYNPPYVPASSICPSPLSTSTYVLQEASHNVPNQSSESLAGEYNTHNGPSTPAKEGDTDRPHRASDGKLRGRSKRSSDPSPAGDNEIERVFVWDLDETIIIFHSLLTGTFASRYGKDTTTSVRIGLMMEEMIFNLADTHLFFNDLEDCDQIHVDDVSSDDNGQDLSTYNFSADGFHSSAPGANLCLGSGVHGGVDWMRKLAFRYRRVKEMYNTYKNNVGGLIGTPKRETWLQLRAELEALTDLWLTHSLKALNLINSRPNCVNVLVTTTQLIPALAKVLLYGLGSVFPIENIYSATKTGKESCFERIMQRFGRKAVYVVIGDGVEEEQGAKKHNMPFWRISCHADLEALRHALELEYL
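Eya2 protein (added as 0.2 uM solution) was preincubated with compound for 10 min at ambient temperature in 50 mM HEPES pH 7.5, 50 mM NaCl, 5 uM MgCl2, 0.05% BSA, 1 mM DTT. OMFP (added at 50 uM) then reacted 10 min; fluorescence read at 485/525 nm.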
PKM2 act = qHTS Assay for Activators of Human Muscle isoform 2 Pyruvate Kinase; Potency, µM (doses to about 57.5 µM), for the others: at the top dose activation, actives largely listed as activators; purified PKM2, Kinase-Glo ATP luminescence, activation; response scale: 0% is enzyme alone, no compound; AID 1631, 2009; 0.34% of 260,000 active; note: potency is the fitted concentration of half-maximal effect; nearly all actives have a fitted effect of over 55% in size
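ATP formation by purified human PK-M2, quantified via coupled luciferase luminescence after 1 h at room temperature with 0.1 mM ADP and 0.5 mM PEP final.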
Chronic BCR inh = qHTS Assay to Find Inhibitors of Chronic Active B-Cell Receptor Signaling; ABC-DLBCL IkBa-CBG/CBR reporter, luminescence ratio, 4 h; Potency, µM (titrated, usually from 46.1 µM), inactives show at the top dose ratio change, negative = lower green/red ratio, usual class: inhibitors; 0.05% of 340,000 active; AID 493014, 2011; active = well fitted inhibition curve with a large enough effect in the signal ratio, with a control signal flat, not every such curve was filed as active; inconclusive = small, poorly fitted or top-dose-only effect, or effect the other way, or a change in a side signal; the % refers to the signal ratio;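 note: potency is the fitted concentration of half-maximal effect; plate controls were basal doxycycline-induced cells for no effect and cells given 10 µM MG132 for full effect; MG132 reads +100%, hits lower the ratio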
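Compounds up to 46 uM were incubated four hours with TMD8 cells whose green CBG68 luciferase is fused to IkappaBalpha; red CBR luminescence normalised the signal, and concentration-effect curves were fitted to fusion, red and ratio data.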
KCNH2 3.1 block = qHTS for Inhibitors of KCHN2 3.1: Mutant qHTS; U2OS KCNH2 3.1, thallium flux FluxOr; stronger effect = lower value; activity change, % (tested at about 1.8 µM); Potassium voltage-gated channel subfamily H member 2, brain isoform KCNH2 3.1 (human); 0.95% of 340,000 active;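 active = maximum activity change below -70%; inconclusive = maximum activity change from -70% to -50%; inactive = maximum activity change above -50%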;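 note: thallium influx rate constant from kinetic fluorescence after stimulation buffer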
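Thallium flux via FluxOr fluorescence (Red40 quencher, 45 min loading) in U2OS cells virally expressing the KCNH2 3.1 isoform (1.77 x 10^8 /mL virus, overnight at 37 C). Rate constants from 2-min kinetic reads post-stimulation, normalised to positive and negative controls.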
B2AR arrestin = qHTS assay of beta-arrestin-biased ligands of beta2-adrenergic receptor. AID 492947, 2010. Beta-2 adrenergic receptor (Homo sapiens), P07550. Potency, µM (top dose mostly 46.1 µM), for inactives: top-dose activation, usual class: activators. 0.02% of 330,000 active. beta-arrestin recruitment to beta2AR, cell-based reporter;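 note: potency is the fitted concentration of half-maximal effect; 0% = DMSO controls and full agonism = EC100 isoproterenol or metaproterenol; nearly all actives have a fitted effect of over 65% in size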
GALK inh = qHTS Assay for Inhibitors of Human Galactokinase (GALK); P51570; Purified GALK, Kinase-Glo residual ATP luminescence; Potency, µM (series often up to 57.5 µM), for inactives: at the highest dose activity change, negative = inhibition, hits mostly inhibitors; 0.007% of 270,000 active; AID 1868, 2009; note: potency is the fitted concentration of half-maximal effect
Target sequence (P51570 whole entry, looked up): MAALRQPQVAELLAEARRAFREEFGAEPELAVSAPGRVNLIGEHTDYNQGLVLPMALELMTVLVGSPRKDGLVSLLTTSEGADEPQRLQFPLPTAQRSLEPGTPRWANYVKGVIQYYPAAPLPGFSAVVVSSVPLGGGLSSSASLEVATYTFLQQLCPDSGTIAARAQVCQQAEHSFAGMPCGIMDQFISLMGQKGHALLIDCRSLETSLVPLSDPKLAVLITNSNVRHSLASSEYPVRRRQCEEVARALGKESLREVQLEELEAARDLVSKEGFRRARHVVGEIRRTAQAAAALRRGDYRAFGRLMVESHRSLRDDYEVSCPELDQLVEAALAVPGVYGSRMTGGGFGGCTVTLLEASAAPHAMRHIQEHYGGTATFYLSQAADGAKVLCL
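Kinase-Glo Plus luminescence measured ATP left after a 1 h room-temperature reaction. The reaction used 5 nM GALK, 100 uM galactose and 35 uM ATP at pH 8.0 (20 mM HEPES, 5 mM MgCl2, 60 mM NaCl, 1 mM DTT, 0.01% BSA).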
* marks the source's active call; other numbers are inactive results; ? = inconclusive; . = no result given; [ ] = remark or other dose. Unless noted, calls come from the whole dose curve; as a rule, active = well fitted curve in the direction sought with a large enough effect; inconclusive = small, poorly fitted or top-dose-only effect, or another doubt; inactive = no such curve, though single readings can be large; an effect the other way counts as inactive or inconclusive. Unless noted, % is set by controls: 0 for no effect and ±100 for the full control effect.

SMILES | Giardia kill | uPA surface inh | USP2a inh | Coupling enz | hERG WT inh | Eya2 phos inh | PKM2 act | Chronic BCR inh | KCNH2 3.1 block | B2AR arrestin | GALK inh
CCOC(=O)C1=C(COC(=O)CNS(=O)(=O)c2ccc(C)cc2)NC(=O)NC1C (stereo unspecified) | -3 | 5% | 1% | . | 7 | -1% | -8% | -4% | . | -0.4% | -5%
CC(C)NC(=O)Cn1c(SCC(=O)N2CCCCCC2)nc2ccccc21 | -17 | . | -1% | 1 | 1 | 9% | 2% | -1% | 3 | -0.1% | 5%
COc1ccc(Nc2cc(C)c3ccccc3n2)cc1 | -9 | 0% | 1% | -9 | -7 | -8% | -7% | ? | -1 | -0.2% | -3%
Cc1ccc(S(=O)(=O)N2CCCCC2c2cccnc2)c(C)c1C (stereo unspecified) | 32[activator] | 22% | 2% | 1 | -6 | 11% | 6% | 7% | 3 | -0.3% | 9%
COc1ccc(N2CCN(C(=O)CN(C)S(=O)(=O)c3ccc4c(c3)c(=O)n(C)c(=O)n4C)CC2)cc1 | 3 | -5% | 2% | 2 | -2 | -4% | 6% | 5% | 2 | 0.2% | 0%
Cc1ccc(-c2nn(-c3ccccc3)cc2C2CC(c3cccs3)=NN2C(=O)CCCC(=O)O)cc1 (stereo unspecified) | -21 | -9% | -2% | 7 | -5 | 8% | 6% | 6% | 8 | 0.2% | -3%
COc1ccc(CNC(=O)CCSCc2ccccc2C)cc1 | -4 | 0% | -10% | -1 | -2 | -20% | -3% | -1% | 15 | 0.1% | -2%
C/C(=N\NC(=O)OC(C)(C)C)c1ccccc1Br | 14 | -3% | 3% | 0 | -3 | 4% | 5% | 7% | 1 | 0.5% | -2%
COCC(=O)N(C)C1(c2nnnn2CCOC(=O)Nc2cccc3ccccc23)CCCC1 | 13 | 2% | -3% | 0 | 14 | 3% | 2% | ? | 11 | -0.5% | 0%
CC(C)CCn1c(O)c(N=Nc2ccccn2)c2ccccc21 | 7 | -1% | 3% | -3 | 2 | -10% | -1% | ? | -2 | -0.8% | 0%
Nc1nc(C(F)(F)F)cc(=O)[nH]1 | 13 | -7% | 1% | 2 | 0 | -8% | 0% | -21% | -4 | 0.2% | 0%
Cc1c(NC(=O)c2cc(-c3ccc4c(c3)OCO4)on2)c(=O)n(-c2ccccc2)n1C | 0 | . | 0% | 1 | -20 | -29% | 2% | 3% | . | -0.1% | 0%
CN(C)S(=O)(=O)c1ccc(Cl)c(C(=O)NC2CCN(Cc3ccccc3)C2)c1 (stereo unspecified) | -26 | 1% | 1% | 0 | 8 | 3% | -1% | 1% | 2 | -0.2% | 6%
Cc1ccc(O)c(CCc2ccc(O)cc2)n1 | -19 | -1% | -1% | 3 | 15 | 4% | 12% | ? | 16 | 0.0% | 0%
CC(=O)c1ccc(NC(=O)COC(=O)CC2CC3CCC2C3)cc1 (stereo unspecified) | -9 | -1% | 3% | . | 4 | -19% | . | 0% | 11 | -0.1% | .
Cc1ccc(S(=O)(=O)N2CCN(C(=O)CCn3nc(C)c(C)c3C)CC2)cc1 | 3 | -2% | 0% | 1 | -16 | 2% | 14µM* | 0% | -14 | -0.4% | 0%
O=C(CSc1nnc(COc2ccccc2Cl)o1)Nc1ccccc1 | -28 | ? | -2% | . | 4 | 11% | . | -1% | -12 | -0.1% | .
O=C(Nc1ccccc1)c1nc[nH]c1C(=O)NCCNC(=O)c1[nH]cnc1C(=O)Nc1ccccc1 | -13 | 2% | 3% | . | -9 | -12% | . | 1% | -5 | -0.2% | .
C=CCn1c(SCC(=O)NC2CC2)nnc1-c1cccs1 | 22 | 1% | 1% | . | -3 | 1% | -11% | -5% | 15 | -0.2% | -4%
O=[N+]([O-])c1ccc(N2CCN(c3ccccc3)CC2)cc1 | -4 | 13% | 2% | 0 | -2 | -1% | 0% | ? | 0 | 0.3% | 0%
NC(=O)c1c(NC(=O)CCCn2cnc([N+](=O)[O-])n2)sc2c1CCCC2 | ? | 4% | 12% | 0 | -4 | -8% | -25% | 3% | -12 | -0.7% | 0%
COc1ccc(Cc2nnc(NS(=O)(=O)Cc3ccccc3)s2)cc1 | 23 | 1% | 1% | 12 | -1 | -21% | 4% | -1% | . | -0.6% | -4%
COc1ccc(CCOC(=O)c2cccc(NC(C)=O)c2)cc1 | -12 | -11% | 2% | . | -13 | -8% | -12% | ? | -4 | 0.4% | 3%
O=C(N/N=C/c1cc(Cl)ccc1O)c1ccc(Br)cc1 | 10 | -12% | 2% | 2 | 14 | -7% | 5% | 3% | 6 | -0.7% | .
Cc1cc(C)c(OCCCCN(C)C)c(Br)c1 | 4 | -2% | -1% | 0 | 4 | -1% | 0% | 0% | 12 | 0.0% | 7%
Cc1ccc(C)c(N2N=C(C(=O)OCc3nnc(-c4ccccc4)o3)CCC2=O)c1 | 6 | -4% | 1% | . | 4 | 18% | . | 0% | 35 | -0.4% | .
CCC(C)C(NC=C1C(=O)OC(C)(C)OC1=O)C(=O)O (stereo unspecified) | -7 | . | 6% | 1 | -1 | 8% | 3% | 7% | 21 | 0.6% | 0%
CCC1CN(C(=O)N2CCC(C(=O)NCc3ccco3)CC2)c2cc(C)ccc2O1 (stereo unspecified) | -21 | -3% | 4% | . | -2 | -15% | . | 0% | 14 | -0.1% | -2%
CCCn1cc(S(=O)(=O)c2ccc(OC)cc2)c(=O)c2cc(OC)ccc21 | 5 | 2% | -2% | 2 | -3 | 9% | . | 0% | 19 | 0.2% | -3%
CCCn1c(SCC(=O)NCC(=O)Nc2ccc(F)c(F)c2F)nc2ccccc2c1=O | 4 | -2% | 2% | . | 19 | -2% | . | -3% | -48 | -0.3% | .
O=C(NC(Cc1ccccc1)c1nc2ccccc2[nH]1)c1ccc(Cl)c([N+](=O)[O-])c1 (stereo unspecified) | 8 | 4% | -2% | -22 | -3 | -2% | 3% | ? | 5 | -0.7% | 0%
O=C(NCC(=O)N1CCCC(C(F)(F)F)C1)c1ccco1 (stereo unspecified) | 42[activator] | 4% | 1% | . | 9 | -2% | . | 0% | 5 | 0.0% | .
Cc1cccc(-n2ccc(=O)c(C(=O)O)n2)c1 | 6 | 7% | -1% | 0 | -12 | -3% | . | ? | 11 | -0.6% | .
O=C(O)c1ccccc1SCc1csc(-c2ccccc2)n1 | 10 | -6% | -1% | 12 | -5 | 24% | . | 1% | -5 | -0.6% | -1%
CCOC(=O)C(CC(=O)Nc1nc(C(C)=O)c(C)s1)C(C)c1ccccc1 (stereo unspecified) | -19 | -4% | -3% | 0 | -5 | 5% | . | -2% | 16 | 2.9% | .
Cc1nc2sccn2c(=O)c1S(=O)(=O)Nc1ccc(N2CCN(C)CC2)cc1 | -4 | -27% | -1% | 0 | 13 | 26% | 24% | -18% | -12 | 0.3% | .
O=C(CC1C(=O)NCCN1Cc1cccc(F)c1)NCCCOc1cccnc1 (stereo unspecified) | -1 | 2% | 2% | -5 | -5 | 0% | 2% | -9% | 3 | 0.4% | 8%
COc1ccc(Cc2noc(-c3ccc(OC)c(OC)c3)n2)cc1OC | 16 | -2% | -1% | 1 | 0 | 23% | 1% | -1% | 7 | 0.1% | 9%
O=C(O)[C@H]1CCCC[C@H]1C(=O)Nc1ccc(Nc2ccccc2)cc1 | -14 | -6% | 4% | 3 | -15 | 5% | -8% | ? | -1 | -0.3% | 0%
COc1ccc(Cn2c(O)c(/C=C3/C=CC=N3)c(=O)[nH]c2=O)cc1 | -19 | 2% | -1% | -4 | -5 | 15% | 5% | 0% | -8 | 0.0% | -4%
CCN(Cc1nc2ccccc2n1C)c1ccccc1 | -17 | -3% | 0% | -3 | 4 | 3% | 1% | -1% | 13 | -0.4% | -1%
CCN1CCc2nc(SCC(=O)Nc3ccc(OC)cc3)c(C#N)cc2C1 | 0 | -5% | 1% | -12 | 0 | 16% | 11% | ? | 5 | -0.4% | 1%
CCOC(=O)C1=C(O)/C(=C/c2ccc(-c3ccccc3C(=O)O)o2)SC1=Nc1ccc(OC)cc1 | -22 | 0% | 0% | 2 | 9 | -8% | 1% | -2% | -9 | -0.2% | -4%
COc1cccc2c(=O)n(CC(=O)Nc3cccc(F)c3)ccc12 | -9 | -11% | 1% | 2 | -8 | 9% | 7% | 15% | 6 | -1.3% | 2%
